# Screens (PubChem BioAssay)
# M1 PAM = human CHRM1 positive allosteric modulation; P11229; CHO-K1 hM1, Fluo-8 calcium fluorescence, ACh EC20; 0% = ACh EC20, 100% = maximal ACh; activation, % at 3 µM; actives 0.088% (n = 360,000); AID 588819; in the data active = activation above about 19%, passing the limit was not always enough
# Target sequence (P11229 whole entry, looked up): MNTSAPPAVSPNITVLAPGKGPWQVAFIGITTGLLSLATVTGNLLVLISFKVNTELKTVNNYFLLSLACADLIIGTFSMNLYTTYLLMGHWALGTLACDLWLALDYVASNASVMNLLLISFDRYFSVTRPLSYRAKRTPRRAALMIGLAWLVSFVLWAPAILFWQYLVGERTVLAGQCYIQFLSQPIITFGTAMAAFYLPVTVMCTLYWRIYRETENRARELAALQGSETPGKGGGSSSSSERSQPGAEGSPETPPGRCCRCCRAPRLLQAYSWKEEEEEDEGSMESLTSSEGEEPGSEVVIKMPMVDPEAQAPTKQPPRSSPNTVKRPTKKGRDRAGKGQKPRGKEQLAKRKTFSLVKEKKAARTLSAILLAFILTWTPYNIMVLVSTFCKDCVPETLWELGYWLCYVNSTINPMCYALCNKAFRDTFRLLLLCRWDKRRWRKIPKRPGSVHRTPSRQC
# CHO-K1 Ca ag = counter-screen for M1 agonists: effect in parental CHO-K1 cells; Fluo-8 calcium fluorescence; scaled to maximal ATP response, vehicle zero; activation, % at 3 µM; actives 0.48% (n = 360,000); AID 602248; in the data active = activation above about 15%;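 note: untransfected CHO-K1 host cells lacking M1 receptor as counterscreen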
# CHO parental Ca = counter-screen: ATP calcium response change in parental CHO cells; actives 0.63% (n = 330,000); parental CHO-K1, ATP-induced calcium, Fluo-8 fluorescence; inhibition, % at 5.6 µM; AID 463079;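 active = inhibition above that plate's mean sample inhibition plus 3 SD, cut at about 26% in these data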;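 note: 0% = ATP-challenged DMSO wells and 100% = DMSO wells without ATP; some compounds past the cut are filed as inactive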
#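 test system = CHO parental line | reagent = ATP stimulus | measured by = intracellular calcium via Fluo-8 no-wash fluorescent dye | control set = ATP and no-ATP DMSO wells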
# TAAR1 antagonist = antagonists of human TAAR1. Q96RJ0. CHO RD-HGA16 TAAR1, Fluo-8 calcium fluorescence, antagonist. inhibition, % at 3 µM. actives 1.5% (n = 360,000);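 active = inhibition above a per-plate cutoff, the mean inhibition of test compounds on that plate plus 3 SD, cut at about 49% in these data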;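 note: 0% = DMSO plus EC80 beta-PEA response and 100% = DMSO alone without agonist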
# Target sequence (Q96RJ0 whole entry, looked up): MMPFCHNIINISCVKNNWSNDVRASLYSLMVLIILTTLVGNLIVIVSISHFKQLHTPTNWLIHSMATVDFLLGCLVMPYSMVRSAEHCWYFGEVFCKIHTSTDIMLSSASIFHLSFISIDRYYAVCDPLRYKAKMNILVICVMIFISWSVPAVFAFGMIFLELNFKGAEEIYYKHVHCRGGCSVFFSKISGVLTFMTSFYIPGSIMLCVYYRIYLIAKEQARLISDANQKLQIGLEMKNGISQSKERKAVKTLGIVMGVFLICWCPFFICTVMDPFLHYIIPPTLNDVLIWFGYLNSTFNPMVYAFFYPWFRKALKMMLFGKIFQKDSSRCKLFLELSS
#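 Assay system: RD-HGA16 CHO cells with stable hTAAR1 and Gα16 / Reagent: EC80 β-phenethylamine stimulus / Doses: 3 µM, single point / Timing: dye loading 75 min at 37 °C, then 30 min room temperature / Measured by: Fluo-8 intracellular calcium dye fluorescence, real-time kinetic reads / Controls: vehicle wells and EC80 agonist wells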
# CHO-K1 Ca antag = nonselective inhibitor or artifact in parental CHO-K1 cells; ATP-induced calcium, Fluo-8 fluorescence; inhibition, % at 3 µM; actives 0.6% (n = 360,000); AID 602250;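 active = inhibition above a per-plate cutoff, the plate's mean sample inhibition plus 3 SD, cut at about 24% in these data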;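 note: 0% = DMSO plus EC80 ATP and 100% = DMSO alone without ATP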
# CHRM1 antagonist = human CHRM1 antagonism; CHO-K1 hM1, Fluo-8 calcium fluorescence, ACh EC80 antagonist; inhibition, % at 3 µM; actives 1.3% (n = 360,000);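 active = percent inhibition above its own plate's cutoff, namely the mean of that plate's compound wells plus 3 SD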;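 note: peak over basal fluorescence ratio during 140 s after agonist addition; 0% = ACh EC80 plus DMSO and 100% = DMSO alone without agonist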
# M1 ag = activates human CHRM1 receptor; P11229; activation, % at 3 µM; CHO-K1 hM1, Fluo-8 calcium fluorescence, agonist mode; 0% DMSO, 100% acetylcholine EC100; actives 0.33% (n = 360,000);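 active = activation above the run's mean compound activation plus 3 SD, cut at about 16% in these data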;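 note: peak over basal fluorescence ratio within a 140 s kinetic read after compound addition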
# TAAR1 agonist = agonists of human TAAR1. Q96RJ0. CHO RD-HGA16 TAAR1, Fluo-8 calcium fluorescence; vehicle wells 0%, saturating PEA agonist 100%. activation, % at 3 µM. actives 0.99% (n = 360,000). AID 624467;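 active = activation above the mean activation of all test compounds in the run plus 3 SD, cut at about 38% in these data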
#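 Assay system – CHO-derived RD-HGA16 cells with stable Gα16 and human TAAR1 · Compound dosing – one-point dosing at 3 µM (nominal) · Incubation – 17-24 h seeding, 75 min 37 °C dye, 30 min RT · Measured by – kinetic Fluo-8 calcium fluorescence · Control set – DMSO vehicle as 0%, PEA at EC100 as 100% · Repeats – single well for each compound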
# CHO-K1 Ca PAM = M1 PAM counterscreen hit in parental CHO-K1 cells | activation, % at 3 µM | ATP EC20, Fluo-8 calcium fluorescence; 0% at ATP EC20, 100% at ATP max | actives 0.02% (n = 360,000) | AID 602247;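 active = activation above the run cutoff, the mean activation of all test compounds plus 3 SD, cut at about 40% in these data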;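 note: peak over basal fluorescence ratio in a 140 s read after ATP addition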
# * marks the source's active call; other numbers are inactive results; . = no result given.
SMILES,M1 PAM,CHO-K1 Ca ag,CHO parental Ca,TAAR1 antagonist,CHO-K1 Ca antag,CHRM1 antagonist,M1 ag,TAAR1 agonist,CHO-K1 Ca PAM
Cc1ccc2[nH]c3c(c2c1)CN(C(C)C)CC3,-10,-0.9,-3,-15,5,11,-11,2,-11
O=C(O)C1CCN(C(=O)CSc2nnc(-c3ccccc3)o2)CC1,3,0.5,-7,-3,-9,-5,-2,7,7
C=CCNc1nc2c(c(=O)[nH]c(=O)n2C)n1CCCCC,5,0.3,-6,-20,-9,-4,-3,6,21
Cc1ccccc1NS(=O)(=O)c1ccc(C(=O)NCCCN2CCCC2=O)cc1,1,1.3,-10,9,15,-5,-7,0,-22
COc1ccc(C(=O)Nc2c(-c3cccs3)c(=O)c3ccccc3n2C)cc1,11,0.1,-2,-9,1,-9,1,5,-21
CCOc1ccccc1Nc1cc(C)nc2ccccc12,12,0.5,.,-4,9,-13,-7,1,-1
Cc1nc2nc(C)c(NS(=O)(=O)c3ccc(Cl)s3)c(=O)n2[nH]1,15,1.4,0,-1,-17,-12,-2,0,14
CC(C)(C)c1ccc(C(=O)NNc2ccc(F)cc2F)cc1,0,0.0,-15,-10,1,-6,-5,-2,-1
O=C(C[n+]1ccc(-c2nnc3n2CCC3)cc1)c1ccc(Cl)cc1,-5,0.6,-16,-13,-1,0,-8,1,11
O=S(=O)(c1cnc[nH]1)N1CCc2ccccc21,7,-0.1,-12,-3,5,-6,-2,5,-2
CC(NC(=O)c1ccc(Cl)cc1)c1nnc(SCc2ccc([N+](=O)[O-])cc2)n1C (stereo not given),12,0.9,-17,-1,-4,-6,-6,-1,16
CS(=O)(=O)c1ccc2nc(NC(=O)c3cccc([N+](=O)[O-])c3)sc2c1,17,4.0,1,21,10,-4,4,13,-6
CCC(=O)NC1OC(CO)C(O)C(O)C1O (stereo not given),11,-0.4,-4,11,-6,-3,1,9,3
Clc1ccccc1OCCNc1nc(NCC2CC2)nc2ccsc12,-18,8.9,.,49*,7,31,-1,9,10
Cc1ccc(S(=O)(=O)N2CCN(C(=O)[C@H](Cc3ccccc3)NC(=O)c3ccco3)CC2)cc1,2,0.5,.,11,-23,-2,-4,2,15
COc1cc(NC(=O)c2ccc(Cl)cc2)c(OC)cc1NC(=O)CN1CCCCC1,3,0.0,-16,-5,-6,-1,-9,-1,21
COC(=O)[C@H]1C[C@@]2(O)CN(S(=O)(=O)c3ccc(C)cc3)C[C@@]2(OC(=O)Nc2c(C)noc2C)C[C@H]1C(=O)OC,4,0.4,.,-5,-14,-3,-3,3,2
C=C(C(=O)O)C1CCC2(C)CCCC(C)(O)C2C1 (stereo not given),6,0.4,-2,9,-1,-15,-2,2,9
O=C(Nc1ccc([N+](=O)[O-])cc1)c1cc(-c2ccccn2)nc2c(Cl)cccc12,8,1.2,0,-15,-15,-11,-2,1,15
Cc1ccc(-c2nc(N)n(C(=O)Cc3ccccc3)n2)cc1,-9,-0.3,5,-12,-9,8,-2,6,19
Cc1ccc(S(=O)(=O)N(CC(=O)N2CCc3ccccc3C2)c2cccc(Cl)c2)cc1,2,2.7,-23,0,-10,-42,-3,50*,11
NC(=O)COC(=O)c1cc(S(=O)(=O)N2CCOCC2)ccc1N1CCCCC1,4,0.0,-7,-27,-7,-5,-4,5,8
O=C(O)C1C2OC(C(Br)C2Br)C1C(=O)O (stereo not given),17,0.6,.,4,-12,-18,0,2,-10
CCCN(CC(=O)Nc1ccccc1OC)C(=O)CCCN1C(=O)c2ccccc2C1=O,-4,0.8,-13,8,-8,13,1,3,-8
O=C1CN=CN=CN1c1ccc(Cl)cc1Cl,4,-0.4,1,1,16,-4,-5,2,-12
CCn1c2ccccc2c2cc(CN3CCN(Cc4cc(OC)ccc4O)CC3)ccc21,5,0.8,-10,0,-3,-2,-7,2,14
COc1ccc(C)cc1NC(=O)C(OC(=O)CNC(=O)c1ccc(Br)cc1)c1ccccc1 (stereo not given),4,-0.2,-24,-9,-12,-2,-8,0,8
Cc1cc(C)n(CCCNC(=O)CN(C)S(=O)(=O)c2ccc(Cl)cc2)n1,0,0.2,-4,12,4,5,-4,-1,-8
Cc1cc(=O)n2[nH]c(-c3ccccc3)cc2n1,4,-0.2,-6,-18,1,-26,-2,3,5
C[C@H](O)[C@@H]1C(=O)N2CCc3ccc(N4CCN(C)CC4)cc3[C@@H]2C[C@@H]1N(C)C(=O)c1ccco1,-1,9.5,.,-1,1,7,-6,0,3
COc1ccccc1[C@@H]1C(c2ccccc2)=NN(c2ccccc2)[C@H]1C(=O)N1CCOC1=O,-9,0.4,-21,-6,-15,10,-7,1,8
Clc1cccc(CN2CCCCCCC2)c1Cl,6,0.3,-8,-6,-11,-4,-13,0,25
CCS(=O)(=O)c1ccc2oc(SCC(=O)c3c(N)n(C4CC4)c(=O)[nH]c3=O)nc2c1,5,-0.1,-5,-30,-10,6,-4,1,1
CCN(CC)CCN(C(=O)/C=C/c1cccs1)c1nc2ccc(Cl)cc2s1,9,-0.1,-1,-12,9,-2,-4,0,-1
COc1ccc(OC)c2[nH]c(=O)c(CCNC(C)=O)cc12,3,-0.4,-14,-1,-7,-12,0,0,21
COC(c1ccc(Cl)cc1)(c1ccc(Cl)cc1)C(Oc1nccc(C)n1)C(=O)O (stereo not given),7,-0.1,-3,-10,-6,-18,-8,-1,11
Cc1csc(NC(=O)c2cc(C)nc3ccccc23)n1,-1,5.4,-24,17,-4,4,-4,10,-3
O=C1NC[C@H](CCCCN2C[C@H](Cc3ccc(O)cc3)N(Cc3ccccc3)C(=O)C2=O)N(Cc2ccccc2)C1=O,.,1.0,.,7,-24,.,.,3,10
O=C(c1c(Cl)nc2sccn12)N1CCN(c2cccc(Cl)c2)CC1,2,5.5,-11,9,-5,-2,-1,14,18
c1ccc(SCc2nc(-c3ccncc3)no2)cc1,-12,1.7,-4,-1,-16,15,0,10,3
COC(=O)CS(=O)(=O)c1cc(Br)cc2c1N(C(C)=O)CC2,-6,2.0,-6,-4,-24,5,-2,7,19
O=C1CCC(C(=O)OCc2cc(=O)oc3ccc4ccccc4c23)=NN1,4,0.1,-8,-1,-8,-4,-4,4,8
COc1ccccc1CCNC(=O)/C(=C/c1cccnc1)NC(=O)c1ccccc1,10,0.0,-22,0,-5,-4,-2,18,15
CN1C(=O)SC(Nc2ccccc2C(=O)O)C1=O (stereo not given),4,0.3,-3,-3,-22,-6,-3,3,22
NC(=O)c1cccc(Nc2nc(C(N)CCc3ccccc3)cs2)n1 (stereo not given),8,0.9,.,2,0,-15,-7,3,12
COc1cc(OC)cc(C(=O)N[C@H](C(=O)OCC(=O)c2c[nH]c3ccccc23)C(C)C)c1,-4,-0.1,-11,3,-10,1,-3,3,5
Cc1ccc(C(=O)OCc2cc(=O)n3ccsc3n2)s1,13,-0.2,-10,3,-9,-19,-2,0,17
CCOC(=O)C1CC(C)=C(C)CC1C(=O)O (stereo not given),1,0.0,1,-18,3,5,-2,1,11

# An excerpt from above in order of count of non-hydrogen atoms, rising.
SMILES,M1 PAM,CHO-K1 Ca ag,CHO parental Ca,TAAR1 antagonist,CHO-K1 Ca antag,CHRM1 antagonist,M1 ag,TAAR1 agonist,CHO-K1 Ca PAM
CCOC(=O)C1CC(C)=C(C)CC1C(=O)O (stereo not given),1,0.0,1,-18,3,5,-2,1,11
CN1C(=O)SC(Nc2ccccc2C(=O)O)C1=O (stereo not given),4,0.3,-3,-3,-22,-6,-3,3,22
c1ccc(SCc2nc(-c3ccncc3)no2)cc1,-12,1.7,-4,-1,-16,15,0,10,3
Cc1ccc(C(=O)OCc2cc(=O)n3ccsc3n2)s1,13,-0.2,-10,3,-9,-19,-2,0,17
COc1ccc(OC)c2[nH]c(=O)c(CCNC(C)=O)cc12,3,-0.4,-14,-1,-7,-12,0,0,21
O=C(c1c(Cl)nc2sccn12)N1CCN(c2cccc(Cl)c2)CC1,2,5.5,-11,9,-5,-2,-1,14,18
NC(=O)c1cccc(Nc2nc(C(N)CCc3ccccc3)cs2)n1 (stereo not given),8,0.9,.,2,0,-15,-7,3,12
O=C1CCC(C(=O)OCc2cc(=O)oc3ccc4ccccc4c23)=NN1,4,0.1,-8,-1,-8,-4,-4,4,8
CCN(CC)CCN(C(=O)/C=C/c1cccs1)c1nc2ccc(Cl)cc2s1,9,-0.1,-1,-12,9,-2,-4,0,-1
COC(c1ccc(Cl)cc1)(c1ccc(Cl)cc1)C(Oc1nccc(C)n1)C(=O)O (stereo not given),7,-0.1,-3,-10,-6,-18,-8,-1,11
CCS(=O)(=O)c1ccc2oc(SCC(=O)c3c(N)n(C4CC4)c(=O)[nH]c3=O)nc2c1,5,-0.1,-5,-30,-10,6,-4,1,1
COc1cc(OC)cc(C(=O)N[C@H](C(=O)OCC(=O)c2c[nH]c3ccccc23)C(C)C)c1,-4,-0.1,-11,3,-10,1,-3,3,5
O=C1NC[C@H](CCCCN2C[C@H](Cc3ccc(O)cc3)N(Cc3ccccc3)C(=O)C2=O)N(Cc2ccccc2)C1=O,.,1.0,.,7,-24,.,.,3,10

# Further records.
SMILES,M1 PAM,CHO-K1 Ca ag,CHO parental Ca,TAAR1 antagonist,CHO-K1 Ca antag,CHRM1 antagonist,M1 ag,TAAR1 agonist,CHO-K1 Ca PAM
Cc1cccc(C(=O)c2c(N)sc3c2CCC(C)C3)c1 (stereo not given),7,-0.5,-22,-7,-16,-13,-5,0,7
CCCn1cc(C(=O)N(C)C2CCCN(Cc3ccccc3F)C2)c(C)n1 (stereo not given),2,9.7,1,-30,8,4,-6,3,-6
C=CCn1c(SC(CCO)C(=O)NCc2ccco2)nc2sc3c(c2c1=O)CCC3 (stereo not given),0,0.1,-28,2,-5,11,-6,8,11
CC(=O)c1cccc(NC(=O)CSc2nnc(-c3ccc(S(=O)(=O)N4CCCC4)cc3)o2)c1,-2,0.1,-6,-1,-8,6,-3,14,-4
Cn1c(=O)c2[nH]c(SCc3cccnc3)nc2n(C)c1=S,11,1.7,.,-6,-6,-6,2,1,17
CCOC(=O)c1cnn(Cc2cccc(Cl)c2)c1C,-7,8.2,-10,3,-14,14,-10,4,11
Cc1c(C(=O)N/N=C/c2cccs2)nnn1-c1nonc1N,6,2.8,-5,-12,-14,-10,3,4,10
